RORgamma inh = blocks mouse ROR gamma transcriptional activity. P51450. Drosophila S2 Gal4-RORgamma UAS-luciferase reporter, 20 h. Potency, µM (series often up to 53.6 µM), for the others: top-dose activity change, negative = inhibition, most hits filed as inhibitors. 310,000 compounds, 5.4% hits. AID 2551; note: potency is the fitted concentration of half-maximal effect; % is set by controls: 0 for no effect and ±100 for the full control effect; nearly all actives have a fitted effect of over 60% in size
Target sequence (P51450 whole entry, looked up, the tested form may be a part): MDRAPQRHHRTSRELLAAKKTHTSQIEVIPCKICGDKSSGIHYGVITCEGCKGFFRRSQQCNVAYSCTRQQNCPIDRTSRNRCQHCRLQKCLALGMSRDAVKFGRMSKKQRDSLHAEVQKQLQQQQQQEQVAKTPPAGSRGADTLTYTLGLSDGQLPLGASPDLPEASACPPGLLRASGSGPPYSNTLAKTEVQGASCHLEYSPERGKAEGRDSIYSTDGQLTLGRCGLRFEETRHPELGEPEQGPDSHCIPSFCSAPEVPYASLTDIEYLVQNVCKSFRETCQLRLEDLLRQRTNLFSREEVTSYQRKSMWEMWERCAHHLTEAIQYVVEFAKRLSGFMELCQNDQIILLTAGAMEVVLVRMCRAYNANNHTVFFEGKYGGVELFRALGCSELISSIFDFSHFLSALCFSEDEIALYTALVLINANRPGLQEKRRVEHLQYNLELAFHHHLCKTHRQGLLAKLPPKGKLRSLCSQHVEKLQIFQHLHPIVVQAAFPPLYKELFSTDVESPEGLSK
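Read-out: Photinus luciferase luminescence; inhibitors lower reporter signal. Insect Schneider cells with Gal4-ROR gamma fusion under metallothionein promoter, UAS reporter; 700 uM final copper sulfate induction, 20 hr, ambient temperature.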
FLuc counter = inhibits or activates purified firefly luciferase, miR-21 counter-screen | 360,000 compounds, 6.9% hits | P08659 | purified FLuc, Km substrates, luminescence inhibition | Potency, µM (doses to about 57.5 µM), for the others: at the top dose activity change, negative = inhibition, hits mostly inhibitors | AID 588342;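 note: potency is the fitted concentration of half-maximal effect; plate controls were vehicle for no effect and reference inhibitor for full effect; nearly all actives have a fitted effect of over 55% in size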
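Purified P. pyralis luciferase, 10 nM final, with Km-level 10 uM D-luciferin and 10 uM ATP in 50 mM Tris acetate pH 7.5, 10 mM Mg acetate, 0.01% Tween-20, 0.05% BSA; 6-point qHTS titration about 60 µM downward; luminescence read.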
ELG1 DNA repair = inhibitors of ELG1-dependent DNA repair in HEK293T cells; Potency, µM (doses to about 46.1 µM), for the others: at the top dose activity change, negative = inhibition, most hits filed as inhibitors; HEK293T ELG1-luciferase reporter, luminescence, 16 h; DNA damage induced by 5-fluorouridine; 330,000 compounds, 2.3% hits; note: potency is the fitted concentration of half-maximal effect; % is set by controls: 0 for no effect and ±100 for the full control effect; nearly all actives have a fitted effect of over 55% in size
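HEK293T cells expressing luciferase-tagged ELG1 (2,000/well) received 5-Fluorouridine plus compound or DMSO for 16 hr at 37 °C. Luciferase was read by ONE-Glo luminescence after 30 min at room temperature.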
PKM2 activator = PKM2 (human) enzyme activation; P14618; purified PKM2, Kinase-Glo ATP luminescence, activation; response scale: 0% is enzyme alone, no compound; Potency, µM (doses to about 57.5 µM), without a hit: at the top dose activation, most hits filed as activators; 260,000 compounds, 0.34% hits; note: potency is the fitted concentration of half-maximal effect; % is set by controls: 0 for no effect and ±100 for the full control effect; nearly all actives have a fitted effect of over 55% in size
Target sequence (P14618 whole entry, looked up): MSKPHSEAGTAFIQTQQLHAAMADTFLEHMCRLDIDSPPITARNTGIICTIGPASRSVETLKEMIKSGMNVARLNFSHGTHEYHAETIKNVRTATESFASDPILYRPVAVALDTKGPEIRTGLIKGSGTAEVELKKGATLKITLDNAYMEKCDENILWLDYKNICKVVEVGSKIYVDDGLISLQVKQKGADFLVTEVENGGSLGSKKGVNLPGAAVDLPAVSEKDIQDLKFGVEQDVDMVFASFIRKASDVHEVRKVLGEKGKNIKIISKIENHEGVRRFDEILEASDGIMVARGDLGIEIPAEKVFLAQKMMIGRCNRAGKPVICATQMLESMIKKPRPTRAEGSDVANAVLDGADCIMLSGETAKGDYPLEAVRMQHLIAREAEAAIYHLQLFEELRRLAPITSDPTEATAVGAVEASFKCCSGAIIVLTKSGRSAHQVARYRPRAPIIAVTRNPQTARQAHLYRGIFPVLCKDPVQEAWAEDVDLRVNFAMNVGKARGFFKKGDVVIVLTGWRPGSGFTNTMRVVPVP
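ATP formation by purified human PK-M2, quantified via coupled luciferase luminescence after 1 h at room temperature with 0.1 mM ADP and 0.5 mM PEP final.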
VP16 counter = inhibits Gal4-VP16 luciferase reporter, ROR gamma counter-screen; 310,000 compounds, 3.5% hits; Drosophila S2 Gal4-VP16 UAS-luciferase, luminescence, 20 h; Potency, µM (highest dose often 53.6 µM), for the others: at the top dose activity, negative = inhibition, usual class: inhibitors;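 note: Gal4-VP16 expression switched on by copper sulfate through the metallothionein promoter; potency is the fitted concentration of half-maximal effect; % is set by controls: 0 for no effect and ±100 for the full control effect; nearly all actives have a fitted effect of over 50% in size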
Mito fusion act = inhibitors of mitochondrial division or activators of mitochondrial fusion; S. cerevisiae fusion-defective mutant growth rescue, CellTiterGlo 48 h; Potency, µM (titrated, usually from 46.1 µM), for inactives: at the highest dose growth rescue (activation), most hits filed as activators; 320,000 compounds, 0.23% hits; AID 485298;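 note: potency is the fitted concentration of half-maximal effect; % of control where 0% means no effect; nearly all actives have a fitted effect of over 45% in size; temperature-sensitive fusion mutants such as fzo1-1 at 37 °C on non-fermentable ethanol glycerol medium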
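Temperature-sensitive fusion-defective S. cerevisiae (e.g. fzo1-1, mgm1-5) were grown with compound in YPEG medium (3% ethanol, 3% glycerol) for 48 hours at 37C. Growth rescue was measured as viability by CellTiterGlo luminescence after 10 minutes at ambient.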
MBNL1 CUG block = blocks human MBNL1 binding to CUG repeat RNA | Q9NR56 | TR-FRET MBNL1-His/biotin-(CUG)12 binding, 665/545 ratio | Potency, µM (doses to about 57.5 µM), inactives show at the highest dose activity change, negative = inhibition, actives largely listed as inhibitors | 280,000 compounds, 0.036% hits | AID 2675; active = well fitted inhibition curve with a large enough effect in the signal ratio, with a control signal flat, not every such curve was filed as active; inconclusive = small, poorly fitted or top-dose-only effect, or effect the other way, or a change in a side signal; inactive = no such curve, though single readings can be large or run the other way; the % refers to the signal ratio; note: potency is the fitted concentration of half-maximal effect; % is set by controls: 0 for no effect and ±100 for the full control effect
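Ratiometric TR-FRET (665 over 545 nm, excitation 340 nm) tracks disruption of MBNL1-His/biotin-(CUG)12 complex after 60 min at room temperature, with compounds at 92 nM to 58 uM final.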
NPC1 prom act = NPC1 promoter activation. Potency, µM (top dose mostly 9.22 µM), for inactives: top-dose activation, actives largely listed as activators. Huh7 NPC1 promoter luciferase reporter, 24 h. 320,000 compounds, 2.4% hits;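 note: potency is the fitted concentration of half-maximal effect; % of control where 0% means no effect; nearly all actives have a fitted effect of over 60% in size; reporter is driven by a mutant NPC1 promoter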
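Compounds in DMSO were transferred onto Huh7 NPC1-luciferase reporter cells pre-incubated 2 h; after 24 h at 37 °C, Amplite reagent was dispensed and luminescence recorded 10 min later.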
KCNH2 3.1 block = blocks the human KCNH2 3.1 channel isoform; AID 720553; 340,000 compounds, 0.95% hits; activity change, % (tested at about 1.8 µM); U2OS KCNH2 3.1, thallium flux FluxOr; hits give low values;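 active = maximum activity change below -70%; inconclusive = maximum activity change from -70% to -50%; inactive = maximum activity change above -50%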;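 note: thallium influx rate constant from kinetic fluorescence after stimulation buffer; % is set by controls: 0 for no effect and ±100 for the full control effect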
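FluxOr-based Tl+ influx in U2OS cells transduced with KCNH2 3.1 virus; rate constants normalized to DMSO controls.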
Rab9 promoter act = activates the Rab9 promoter; 320,000 compounds, 2.8% hits; Potency, µM (series often up to 9.22 µM), for the others: at the highest dose activation, negative = inhibition, hits mostly activators; Huh7 Rab9 promoter-luciferase reporter, luminescence, 24 h; note: potency is the fitted concentration of half-maximal effect; % of control where 0% means no effect; nearly all actives have a fitted effect of over 60% in size
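Luciferase signal after 10 min detection reagent at ambient indicates Rab9 promoter upregulation; stably transfected Huh7 cells were treated 24 h with compound in DMSO at 37 °C, 5% CO2.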
Menin-MLL TR inh = menin-MLL binding inhibition, Texas Red mutant peptide; Menin + Texas Red MLL mutant peptide, fluorescence polarization; 270,000 compounds, 0.23% hits; Potency, µM (top dose mostly 61.6 µM), without a hit: at the top dose FP activity change, negative = inhibition, actives largely listed as inhibitors; O00255; active = well fitted inhibition curve with a large enough effect in the polarisation, with a control signal flat, not every such curve was filed as active; inconclusive = small, poorly fitted or top-dose-only effect, or effect the other way, or a change in a side signal; inactive = no such curve, though single readings can be large or run the other way; the % refers to the polarisation; note: potency is the fitted concentration of half-maximal effect; % of control where 0% means no effect; many of its hits are not listed in these tables
* hit, by the source's call; ? = inconclusive; nt = no result given; [ ] = remark or other dose. Unless noted, calls come from the whole dose curve; as a rule, active = well fitted curve in the direction sought with a large enough effect; inconclusive = small, poorly fitted or top-dose-only effect, or another doubt; inactive = no such curve, though single readings can be large; an effect the other way counts as inactive or inconclusive.

SMILES | RORgamma inh | FLuc counter | ELG1 DNA repair | PKM2 activator | VP16 counter | Mito fusion act | MBNL1 CUG block | NPC1 prom act | KCNH2 3.1 block | Rab9 promoter act | Menin-MLL TR inh
COc1cccc2c3c(c(C)nc12)CC(C)O3 (stereo unspecified) | ? | ? | ? | -4% | -1% | 0% | 5% | 11% | -6 | 0% | -9%
CCCCN(C(=S)Nc1cccc(C)c1C)c1c(N)n(CCC)c(=O)[nH]c1=O | 9% | 0% | 6% | 9% | -1% | -2% | -1% | 6% | 14 | -2% | -13%
COc1ccc(/C=N/NC(=O)C2CCN(c3ncc(C(F)(F)F)cc3Cl)CC2)cc1 | -10% | 1% | -3% | -3% | 0% | -1% | -13% | -3% | -1 | -2% | 21%
CCn1nnnc1SCC(=O)Nc1cc(OC)cc(OC)c1 | 17% | -11% | 3% | -9% | -7% | -10% | -8% | 12% | 12 | 6% | 7%
CC(C)n1cnnc1SCC(=O)Nc1ccc(Br)cc1F | 11% | -2% | 13% | 2% | -9% | -1% | 7% | 6% | -4 | 12% | 14%
O=C(NC1CCCCC1)C1CCCN1C(=O)Nc1ccccc1 (stereo unspecified) | -21% | -1% | -1% | -1% | -1% | 1% | 4% | -1% | -6 | 3% | -2%
Cc1cc(CSC(=N)N)c(CSC(=N)N)cc1C | -6% | 1% | -1% | 25% | 0% | -2% | 0% | 0% | 10 | -1% | nt
O=C(Cn1c(O)c(/C=C2\C=Nc3ccccc32)sc1=O)N1CCOCC1 | 18% | ? | 7% | -1% | -3% | 0% | ? | 1% | 13 | -3% | ?
O=C(Nc1ccccc1C(F)(F)F)c1ccccc1Br | -7% | -4% | 0% | -5% | -1% | 2% | -3% | -3% | -3 | 3% | 5%
O=C(O)C1Cc2ccccc2CN1C(=O)CSc1nnc2ccccn12 (stereo unspecified) | 7% | 0% | 11% | 2% | 5% | -7% | 6% | 0% | 12 | -4% | -3%
CCOC(=O)C1=NNC(C(=O)c2ccc(Cl)cc2)C1c1ccccc1 (stereo unspecified) | 22% | -7% | -2% | 0% | -3% | 10% | 1% | 0% | 26 | -3% | -9%
COc1ccc(-n2c(SCC(=O)N3CCc4ccccc43)nnc2-c2c[nH]c3ccccc23)cc1 | -2% | -2% | 9% | 2% | -9% | -2% | 5% | -1% | 0 | -5% | -6%
Cc1cccc(C)c1OCC(=O)Nc1ccccc1C(=O)N1CCOCC1 | -3% | 3% | -7% | 0% | 1% | 0% | 0% | 2% | nt | 0% | nt
COc1ccc(N2CCN(C(=O)/C=C/c3ccco3)CC2)cc1 | 0% | -10% | -11% | -1% | -14% | -7% | 5% | -2% | -28 | -1% | -6%
CCC(=O)Nc1nnc(S(=O)(=O)N(CC)c2cc(C)cc(C)c2)s1 | 29% | 5% | -14% | nt | 10% | 21% | -4% | -6% | 1 | -10% | 26%
Cc1ccc2oc(C(=O)N3CCN(CC(=O)NC(C)C)CC3)c(C)c2c1 | -10% | 2% | 0% | -5% | -2% | -2% | -2% | 0% | -1 | -1% | -2%
CSCCC(NC(=O)c1ccc(Cl)cc1)C(=O)OCC(=O)c1ccc[nH]1 (stereo unspecified) | 23% | ? | 0% | -3% | 6% | -3% | -1% | -2% | -9 | -7% | 4%
CCCOc1ccc(C2C(C(=O)c3ccco3)=C(O)C(=O)N2CCN2CCOCC2)cc1OC (stereo unspecified) | 3% | 5% | -1% | -3% | 19% | 0% | 5% | -6% | nt | 8% | -4%
O=C(NC1CCN(S(=O)(=O)c2cccc(Cl)c2)CC1)C1CCCCC1 | -9% | 2% | 9% | 0% | 2% | 15% | -14% | -1% | 9 | -1% | -8%
O=C(COC(=O)c1c(Cl)ccc(Cl)c1Cl)NC(=O)NCc1ccccc1 | ? | -19% | ? | -15% | -29% | 10% | -25% | -3% | -40 | 3% | 7%
COc1ccc(CCN=C(N)NS(=O)(=O)c2ccc(F)cc2)cc1 | 39% | -1% | 18µM* | 5% | 0% | 1% | -3% | -3% | -13 | 4% | 2%
CCOc1ccc(NC(=O)CN(C)C(=O)CCc2ccccc2Cl)cc1OCC | 19% | 6% | 2% | -1% | -1% | -1% | -2% | -2% | 13 | 3% | nt
Brc1cc2c(cc1-c1nc3ccccc3s1)OCO2 | -12% | 12µM* | ? | 0% | 2% | -5% | 40%[activator] | 24% | -18 | 27% | -15%
COc1ccccc1N1CCN(C(=O)c2ccc(N3CCCCS3(=O)=O)cc2)CC1 | 18% | 2% | ? | 6%[0.46 µM] | 2% | -7% | -3% | -3% | -20 | 0% | -12%
O=C1CCN(Cc2cccnc2)CCN1[C@H](CO)c1ccccc1 | -18% | 2% | -3% | -8% | -8% | 2% | -6% | -7% | 43 | -1% | -6%
Cc1ccc(N2CN=c3s/c(=C\c4cccnc4)c(=O)n3C2)cc1 | -29% | -13% | 2.3µM* | -4% | -8% | -4% | -9% | 19% | -18 | 10% | -1%
COCCn1c(SCc2nc3sc(C(=O)OC)c(C)c3c(=O)[nH]2)nc2ccccc21 | ? | 1% | -2% | 0% | 1% | 0% | -2% | -3% | -18 | 3% | 12%
CCOc1ccc(OCC(=O)OC(C)C(=O)Nc2ccc(Cl)cn2)cc1 (stereo unspecified) | nt | 3% | 9% | nt | nt | -13% | nt | -3% | -7 | -2% | nt
Cc1ccc(S(=O)(=O)N2[C@@H](c3cccc(Cl)c3)C(C(=O)O)=CC[C@H]2c2ccc(Cl)c(Cl)c2)cc1 | nt | 3% | 15% | nt | nt | 8% | nt | -3% | -2 | -3% | nt
Cc1nc2ccccc2n1CC(O)COCC1CC=CCC1 (stereo unspecified) | -18% | ? | -5% | 0% | ? | -3% | 0% | -8% | 3 | -20% | nt
CCc1ccc(C(=O)COC(=O)c2ccc(-c3nnc(-c4ccccc4)o3)cc2)cc1 | 20% | -4% | ? | 0% | 0% | -4% | -3% | 0.89µM* | -1 | 0.56µM* | 18%
Cc1ccsc1C1C(C#N)=C(N)N(N(C)C)C2=C1C(=O)CCC2 (stereo unspecified) | 1% | 1% | -28% | 28% | ? | 1% | nt | -5% | 3 | 1% | -18%
Cc1ccc2c(c1)NC(=O)C(CC(=O)NC1CCCCC1C)O2 (stereo unspecified) | 9% | 4% | -13% | -5% | 21% | -1% | 13% | -2% | 12 | -3% | -16%
CC(C)c1nc2sc3c(=O)[nH]cnc3c2c2c1CCCC2 | 0% | 1% | ? | -1% | 4% | 6% | -10% | -5% | 1 | -7% | nt
Cc1ccc2c(c1)N(CCCC(=O)NCCCN1CCCC1=O)C(=O)CO2 | -13% | 5% | 5% | -2% | -8% | 4% | 7% | 1% | 2 | -2% | -1%
CSc1ccc(/C=N/NC(=O)c2ccc(O)cc2)cc1 | 0.56µM* | 4.8µM* | ? | -45% | 2.2µM* | -2% | 31%[activator] | ? | -9 | 2.5µM* | 11%
COc1cccc(N2CCN(C(=O)c3c(C)nn(-c4ccccc4)c3C)CC2)c1 | 11% | -6% | ? | -21% | -10% | -1% | -12% | 5% | -43 | 10% | -13%
Cn1c(Cl)nc2ccccc21 | -14% | 2% | ? | 5% | 2% | -4% | 1% | -7% | 0 | -1% | 7%
CCc1ccc2c(c1)c(N=NC1=NC(=O)CS1)c(O)n2CC | 11µM* | 0% | -5% | -1% | ? | -2% | ? | -2% | 3 | 4% | 14%
COc1ccc(S(=O)(=O)NCC2CCCN(C(=O)CC3CCCC3)C2)cc1 (stereo unspecified) | ? | 5% | -11% | -2% | -13% | -9% | -5% | -6% | 10 | -6% | -15%
CCn1c(=O)c(C(=O)NNC(=O)c2ccccc2Br)c(O)c2ccccc21 | ? | -1% | -5% | 4% | ? | 18% | 1% | 1% | 22 | -3% | ?
COc1ccc(/C=C2/SC(=S)N(CCCC(=O)Nc3ccccc3C(=O)O)C2=O)cc1 | 1.4µM* | 27µM* | -2% | 1% | 3.5µM* | 3% | 4% | -20% | -6 | -8% | ?
Cc1[nH]c2ccccc2c1C(C[N+](=O)[O-])c1ccco1 (stereo unspecified) | -1% | -9% | -23% | 11% | -8% | 5% | -5% | -3% | 5 | 0% | ?

Not all compounds are listed; the hit share may differ from the screen's.
